Mcl1-Bid inh: Mcl-1/Bid interaction inhibition. Q07820. TR-FRET Mcl-1/Bid-Dy647 peptide binding, 1536-well. inhibition, % at 21.7 µM. 0.97% of 220,000 active;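 active = compounds that cut the binding signal by more than half at the single screening dose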;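 note: His-tagged Mcl-1 with europium anti-His antibody binding Bid BH3 peptide; 0% = Mcl-1 plus peptide wells and 100% = peptide-only wells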
Target sequence (Q07820 whole entry, looked up): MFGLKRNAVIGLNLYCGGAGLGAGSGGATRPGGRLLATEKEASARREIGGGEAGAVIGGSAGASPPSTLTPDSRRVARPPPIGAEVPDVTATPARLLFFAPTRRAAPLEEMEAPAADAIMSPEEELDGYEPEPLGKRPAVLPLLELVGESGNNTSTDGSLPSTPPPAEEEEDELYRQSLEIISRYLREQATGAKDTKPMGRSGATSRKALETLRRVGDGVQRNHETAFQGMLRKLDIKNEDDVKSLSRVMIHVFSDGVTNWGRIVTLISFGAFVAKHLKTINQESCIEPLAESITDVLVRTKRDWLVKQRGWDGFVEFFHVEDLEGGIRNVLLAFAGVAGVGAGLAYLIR
RGS8-Gao reg: modulates binding of RGS8 to human Galphao | AID 1423 | multiplexed bead flow cytometry; actives lie on both sides | 0.34% of 220,000 active | P09471 | response (percent of control binding), % at 10 µM; in the data active = response below about 60% or above about 140%; inactive = in between;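 note: Galphao activated as the GDP aluminium fluoride complex binding bead-coupled RGS8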
Target sequence (P09471 whole entry, looked up): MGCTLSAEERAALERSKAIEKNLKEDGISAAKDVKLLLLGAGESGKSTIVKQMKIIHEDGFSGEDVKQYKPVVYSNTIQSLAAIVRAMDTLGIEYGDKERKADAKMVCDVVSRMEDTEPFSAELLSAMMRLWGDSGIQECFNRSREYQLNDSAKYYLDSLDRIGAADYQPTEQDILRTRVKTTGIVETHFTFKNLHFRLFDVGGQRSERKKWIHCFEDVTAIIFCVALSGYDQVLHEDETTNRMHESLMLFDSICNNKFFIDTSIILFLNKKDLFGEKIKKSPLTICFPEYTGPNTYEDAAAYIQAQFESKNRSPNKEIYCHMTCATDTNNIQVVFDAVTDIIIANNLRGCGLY
Bcl-XL Bim block: inhibitors of Bim-Bcl-XL interaction, human; Q07817; Bim peptide-Bcl-XL binding, bead flow cytometry, fluorescence; inhibition, % at 10 µM; 0.04% of 190,000 active; AID 1007
Target sequence (Q07817 whole entry, looked up): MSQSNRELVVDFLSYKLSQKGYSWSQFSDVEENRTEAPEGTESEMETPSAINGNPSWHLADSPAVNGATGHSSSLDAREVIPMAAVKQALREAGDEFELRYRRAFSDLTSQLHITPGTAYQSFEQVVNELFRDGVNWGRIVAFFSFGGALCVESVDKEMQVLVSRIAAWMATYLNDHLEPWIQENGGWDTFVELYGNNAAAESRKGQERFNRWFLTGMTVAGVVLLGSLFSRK
Bim-Bcl-2: disrupts Bim peptide binding to human Bcl-2. 0.06% of 190,000 active. Bead-based flow cytometry, Bim peptide-Bcl-2 binding. P10415. inhibition, % at 10 µM; in the data active = inhibition above about 40%; inconclusive = no clear call, values can overlap the other calls;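 note: 0% = no compound wells with probe peptide and 100% = reference peptide inhibitor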
RGS7-Gao reg: regulators of human RGS7-Galphao interaction; P09471; Multiplexed bead flow cytometry, RGS7-Galphao binding; actives lie on both sides; binding response (% of control), % at 10 µM; 0.35% of 220,000 active; in the data active = binding response below about 49% or above about 150%; inconclusive = no clear call, values can overlap the other calls; inactive = in between;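 note: fluorescent Galphao held in activated GDP-AlF4 state binding bead-coupled RGS7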
Bim-Bcl-B: disrupts Bim peptide binding to human Bcl-B. bead-based flow cytometry. inhibition, % at 10 µM. Q9HD36. 0.073% of 190,000 active;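 note: 0% = tracer peptide without compound and 100% = reference inhibitor peptide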
RGS4-Gao reg: modulates binding of RGS4 to human Galphao | P09471 | 0.33% of 220,000 active | Multiplexed bead flow cytometry; actives lie on both sides | binding response (% of control), % at 10 µM; in the data active = binding response below about 49% or above about 150%; inactive = in between;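 note: fluorescent Galphao activated with aluminum fluoride binding bead-coupled RGS4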
Bim-Bcl-W: inhibitors of Bim-Bcl-W interaction, human; Q92843; bead-based flow cytometry, Bim peptide-Bcl-W binding; inhibition, % at 10 µM; 0.02% of 190,000 active; AID 952;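 note: 0% = bound tracer without compound and 100% = peptide blocker; higher means less fluorescent Bim peptide bound to Bcl-W beads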
GSH fluor: GSH bead compound fluorescence profile; 0.25% of 190,000 active; GSH beads flow cytometry, compound fluorescence 488/530 nm; stronger effect = higher value; fluorescence (KMESF) at 10 µM; in the data active = fluorescence above about 89;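 note: glutathione beads carrying GST-tagged Bcl family fusion proteins plus one bare bead set; values are compound well signal with DMSO vehicle wells as background; inactives centre near 16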
Bim-Mcl-1: human Bim-Mcl-1 interaction inhibition | Q07820 | Bead-based flow cytometry, Bim peptide-Mcl-1 binding | inhibition, % at 10 µM | 0.1% of 190,000 active | AID 1009;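 note: 0% = no compound tracer wells and 100% = peptide blocker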
Bfl-1 Bim block: inhibitors of Bim-Bfl-1 interaction, human; Bead-based flow cytometry, Bim-Bfl-1 binding inhibition; inhibition, % at 10 µM; 0.12% of 190,000 active; Q16548;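 note: 0% = wells without compound plus tracer and 100% = blocker peptide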
* hit, by the source's call; ? = inconclusive. Cut-off read from the data, not from the text of the source, unless noted: active = inhibition above about 40%. The order is random. About 1.8% of those tested had a hit in this group.

SMILES	Mcl1-Bid inh	RGS8-Gao reg	Bcl-XL Bim block	Bim-Bcl-2	RGS7-Gao reg	Bim-Bcl-B	RGS4-Gao reg	Bim-Bcl-W	GSH fluor	Bim-Mcl-1	Bfl-1 Bim block
O=c1c2ccccc2n2nnnc2n1-c1ccccc1	3	91	-2	-3	93	0	82	-3	16	-1	1
O=C(NN=C1CCCCCC1)c1c[nH]c2ccccc12	-9	104	-1	-2	102	-5	103	0	10	-1	0
CCCC(C(=O)NC1CCCCC1)N(Cc1ccco1)C(=O)CNS(=O)(=O)c1ccccc1 (stereo not drawn)	-25	102	0	-4	104	0	106	4	7	3	-8
CCn1c(SCC(=O)c2ccccc2)nnc1-c1cccs1	-11	102	-4	0	102	-2	105	-2	22	-2	-1
Cc1ccc(-c2nnn(CC(=O)N(Cc3cccs3)C(C(=O)NCC3CCCO3)c3ccco3)n2)o1 (stereo not drawn)	-23	96	-4	-4	97	-1	100	-4	14	0	0
N#Cc1nc(COc2cccc(Cl)c2)oc1NCc1ccco1	3	103	-4	-8	104	-6	100	0	26	-2	-7
COCCn1nnnc1C(c1cccs1)N1CCN2CCCC2C1 (stereo not drawn)	9	97	-2	-3	98	-3	92	-1	15	0	-3
C=CCN(CC=C)C(=O)Nc1cc(Cl)ccc1OC	-2	98	-2	-7	101	-1	101	-2	21	-2	-1
CC(NCCc1ccc(O)cc1)C(O)c1ccc(O)cc1 (stereo not drawn)	-1	99	0	4	101	-5	105	0	19	-1	2
CC(=O)Nc1ccc(S(=O)(=O)NNC(=O)COc2ccc(C(C)(C)C)cc2)cc1	-19	103	-11	-12	104	-13	103	-5	24	-6	-13
CCc1nc2ccc(C(=O)Nc3nnc(C)s3)cc2nc1CC	10	104	-3	-1	104	4	103	0	63	-1	0
COc1ccc(C(=O)NCC(=O)N/N=C/c2ccc([N+](=O)[O-])s2)cc1OC	-33	97	0	-1	100	-2	92	4	12	4	-5
CCOC(=O)CSc1nnc(Cc2ccccc2)n1Cc1ccco1	-2	110	0	-5	104	-4	108	2	16	0	-7
COC(=O)c1cnn(-c2nc3c(C)cccc3s2)c1C	-7	104	-3	-7	109	-7	108	0	12	1	-13
CC(CCc1ccccc1)NC(=O)CNC(=O)COc1ccccc1 (stereo not drawn)	-7	100	-3	0	98	1	101	-3	13	0	4

Sorted by value in Bim-Mcl-1 (highest first): some entries from above
smiles | Mcl1-Bid inh | RGS8-Gao reg | Bcl-XL Bim block | Bim-Bcl-2 | RGS7-Gao reg | Bim-Bcl-B | RGS4-Gao reg | Bim-Bcl-W | GSH fluor | Bim-Mcl-1 | Bfl-1 Bim block
COC(=O)c1cnn(-c2nc3c(C)cccc3s2)c1C | -7 | 104 | -3 | -7 | 109 | -7 | 108 | 0 | 12 | 1 | -13
COCCn1nnnc1C(c1cccs1)N1CCN2CCCC2C1 (stereo not drawn) | 9 | 97 | -2 | -3 | 98 | -3 | 92 | -1 | 15 | 0 | -3
N#Cc1nc(COc2cccc(Cl)c2)oc1NCc1ccco1 | 3 | 103 | -4 | -8 | 104 | -6 | 100 | 0 | 26 | -2 | -7

Further entries follow.
SMILES	Mcl1-Bid inh	RGS8-Gao reg	Bcl-XL Bim block	Bim-Bcl-2	RGS7-Gao reg	Bim-Bcl-B	RGS4-Gao reg	Bim-Bcl-W	GSH fluor	Bim-Mcl-1	Bfl-1 Bim block
Cc1cc(C)nc(N/N=C/c2ccccc2)n1	-22	97	-5	-4	99	-3	96	-2	10	-2	-6
CC(NC(=O)CCCn1cc([N+](=O)[O-])cn1)c1ccccc1 (stereo not drawn)	-1	101	-1	1	99	0	102	0	13	0	2
COc1cc(C(=O)c2ccccc2Cl)c([N+](=O)[O-])cc1OC	-8	99	-4	-4	?	-3	98	-1	17	0	-6
Cc1ccccc1OCC(O)Cn1c2ccccc2c2ccccc21 (stereo not drawn)	-33	102	-2	0	102	-1	101	-2	26	-2	0
COCCNC(=S)N1CCN(c2cccc(C)c2C)CC1	-40	104	-5	0	105	-3	104	-3	12	2	1
O=C(N/C=N/OCc1cccc(C(F)(F)F)c1)N1OC[C@@H]2COc3ccc4ccccc4c3[C@@H]21	-3	95	-4	-8	97	-9	89	0	14	0	-15
Cc1cc(C(C)(C)C)oc1C(=O)N1CCN(C(=O)c2oc(C(C)(C)C)cc2C)CC1	6	99	-8	-8	104	-4	98	-7	25	-5	-6
Oc1ccc(CNc2ccccc2)c2cccnc12	-64	100	-1	-3	98	-5	98	-2	17	-1	-2
c1ccc(CN2CCN(CCCNc3ccc4nnc(-c5ccccc5)n4n3)CC2)cc1	-5	102	2	-1	103	3	102	0	11	-1	-2
Oc1ccccc1-c1cc(-c2ccco2)[nH]n1	-24	93	5	-7	88	-8	89	4	36	-4	-7
COc1ccc2c(c1)CCC/C2=N\NC(=O)c1ccoc1C	-8	106	-5	-12	106	-9	107	-7	10	-6	-16
COc1ccc(/C=N/NC(=S)Nc2ccccc2[N+](=O)[O-])cc1O	-11	117	-2	-1	112	-4	98	-2	4	0	3
CC(C)N(C(=O)N1CCC(c2nc(-c3ccncc3)no2)CC1)C(C)C	-3	102	-3	0	103	-1	103	-1	17	-1	0
CCCCC(=O)N(c1ccc(C)c(C)c1)C1C=CS(=O)(=O)C1 (stereo not drawn)	-5	93	-2	0	98	0	99	0	20	1	0
COc1ccc(C)cc1NC(=O)C(=O)NNC(=O)COc1ccc(Cl)cc1	1	97	-2	-1	96	-5	94	-1	16	-1	-3
O=C(N/N=C/c1ccc2c(c1)OCO2)c1ccc2ccccc2n1	-54	101	4	1	?	5	102	3	11	1	0
CCOC(=O)c1nnn(CC(=O)Nc2ccccc2)c1C(=O)OCC	-30	99	0	0	94	0	100	0	15	-3	4
O=C(NCCN1CCN(Cc2ccc([N+](=O)[O-])cc2)CC1)C(=O)Nc1ccccc1	-13	100	-6	-9	97	-8	97	-2	33	0	-15
Cc1ccc(N2C(=O)CC(Sc3ncccc3C(=O)O)C2=O)cc1 (stereo not drawn)	-27	102	0	-1	106	0	104	3	11	1	-6
O=C(CN1C(=O)c2ccc([N+](=O)[O-])cc2C1=O)Nc1nccs1	6	99	-1	0	104	-3	103	0	27	-2	-4
CCOCCCn1c(=N)c(C(=O)NCCN2CCOCC2)cc2c(=O)n3cccc(C)c3nc21	-40	98	0	-2	93	0	94	-1	8	-2	-1
COC1(OC)N=C(N)C2(C#N)C(c3ccc4c(c3)OCO4)C12C#N (stereo not drawn)	-24	97	-4	-4	94	-4	97	0	11	2	-2
CN1/C(=C\C(=O)c2cccs2)Sc2ccccc21	-145	101	2	0	99	-3	103	2	12	0	1
C[C@@H](C(=O)NCc1ccc(S(C)(=O)=O)cc1)[C@@H]1C[C@@]1(C)[C@@H](NC(=O)OCc1ccccc1)c1ccccc1	7	100	-1	0	100	-5	102	-3	17	0	0
O=C(Cn1c2[n+](c3ccc(C(F)(F)F)cc31)CCCCC2)Nc1c(F)cccc1F	-29	103	-2	-4	106	-4	100	-1	19	2	-5
O=[N+]([O-])c1ccc(N2CCN(S(=O)(=O)c3ccc(Cl)c(Cl)c3)CC2)cc1NCCN1CCOCC1	-4	102	-2	0	99	-4	102	-3	12	-2	0
COCCN1CCN(Cc2cn(C)nc2-c2cccc(Cl)c2)CC1	-39	106	-6	-1	99	-5	91	-4	18	-3	0
CSc1ccc(Cc2ccc(Cl)cc2Cl)nn1	-15	102	-7	-3	104	-12	103	3	37	-2	-10
CCCn1c(N)c(N(C)C)c(=O)n(CC(=O)Nc2ccc(OC(F)(F)F)cc2)c1=O	-34	91	-4	-1	88	-2	86	-5	26	-5	-10
Clc1ccc(Cn2c(-c3cccnc3Cl)nc3ccccc32)cc1	-3	100	-7	0	98	0	99	0	19	-2	0

Ordered by molecular weight (low to high): eleven of the compounds above.
SMILES	Mcl1-Bid inh	RGS8-Gao reg	Bcl-XL Bim block	Bim-Bcl-2	RGS7-Gao reg	Bim-Bcl-B	RGS4-Gao reg	Bim-Bcl-W	GSH fluor	Bim-Mcl-1	Bfl-1 Bim block
CN1/C(=C\C(=O)c2cccs2)Sc2ccccc21	-145	101	2	0	99	-3	103	2	12	0	1
CSc1ccc(Cc2ccc(Cl)cc2Cl)nn1	-15	102	-7	-3	104	-12	103	3	37	-2	-10
O=C(N/N=C/c1ccc2c(c1)OCO2)c1ccc2ccccc2n1	-54	101	4	1	?	5	102	3	11	1	0
O=C(CN1C(=O)c2ccc([N+](=O)[O-])cc2C1=O)Nc1nccs1	6	99	-1	0	104	-3	103	0	27	-2	-4
Cc1ccc(N2C(=O)CC(Sc3ncccc3C(=O)O)C2=O)cc1 (stereo not drawn)	-27	102	0	-1	106	0	104	3	11	1	-6
CCOC(=O)c1nnn(CC(=O)Nc2ccccc2)c1C(=O)OCC	-30	99	0	0	94	0	100	0	15	-3	4
COCCN1CCN(Cc2cn(C)nc2-c2cccc(Cl)c2)CC1	-39	106	-6	-1	99	-5	91	-4	18	-3	0
Clc1ccc(Cn2c(-c3cccnc3Cl)nc3ccccc32)cc1	-3	100	-7	0	98	0	99	0	19	-2	0
O=C(Cn1c2[n+](c3ccc(C(F)(F)F)cc31)CCCCC2)Nc1c(F)cccc1F	-29	103	-2	-4	106	-4	100	-1	19	2	-5
CCCn1c(N)c(N(C)C)c(=O)n(CC(=O)Nc2ccc(OC(F)(F)F)cc2)c1=O	-34	91	-4	-1	88	-2	86	-5	26	-5	-10
O=[N+]([O-])c1ccc(N2CCN(S(=O)(=O)c3ccc(Cl)c(Cl)c3)CC2)cc1NCCN1CCOCC1	-4	102	-2	0	99	-4	102	-3	12	-2	0

Remaining list, next part:
SMILES	Mcl1-Bid inh	RGS8-Gao reg	Bcl-XL Bim block	Bim-Bcl-2	RGS7-Gao reg	Bim-Bcl-B	RGS4-Gao reg	Bim-Bcl-W	GSH fluor	Bim-Mcl-1	Bfl-1 Bim block
COC(=O)/C(=C/c1cn(C)c2ccccc12)[N+](=O)[O-]	-10	95	0	-3	93	-6	104	0	39	-2	-8
O=C(O)C1CCCN(S(=O)(=O)c2ccc3c(c2)OCCO3)C1 (stereo not drawn)	-8	101	-2	-2	101	-5	99	0	13	1	-6
COc1ccc(NC(=O)C2CCCN(S(=O)(=O)c3cccc4nonc34)C2)cc1OC (stereo not drawn)	1	101	-1	-6	105	-1	100	0	14	0	-6
COc1ccc(CCN(Cc2cc3cccc(C)c3[nH]c2=O)C(=O)NC2CCCCC2)cc1OC	-26	102	-5	-4	102	-2	96	8	5	4	-9
CC(C)NS(=O)(=O)c1ccc(OCC(=O)N(C)Cc2ccccc2)cc1	-20	101	-2	-5	104	-4	103	3	40	0	-8
O=C(c1ccccc1)c1ccc(OC(=O)N2CCCC2)cc1	4	76	0	1	96	-3	87	0	17	0	2
CCOC(=O)C1(CCCc2ccccc2)CCN(Cc2cnn(C)c2)CC1	-25	101	-3	-9	98	-3	97	-5	9	-3	-6
COc1ccc(N2CCN(C(=O)CNC(=O)c3ccc(C(C)(C)C)cc3)CC2)cc1	-23	101	-1	-2	102	-3	99	-3	20	-3	-2
O=C(c1cccc(F)c1)N1CCN(S(=O)(=O)c2ccc(C(F)(F)F)cc2)CC1	-6	99	0	-6	103	-2	101	-1	46	1	-7
COC(=O)c1ccc2c(=O)n(Cc3ccc(C(=O)NCCCN4CCC(C)CC4)cc3)c(=S)[nH]c2c1	-37	101	-6	-2	100	-9	101	-4	13	-4	-4

Screens as filed in PubChem BioAssay.
